Source: PubChem
RGS4-Gao reg: human RGS4-Galphao interaction regulation; actives 0.33% (n = 220,000); Multiplexed bead flow cytometry, RGS4-Galphao binding; actives lie on both sides; binding response (% of control), % at 10 µM; AID 1415; P09471; in the data active means binding response below about 49% or above about 150%; inactive means in between;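 further: fluorescent Galphao activated with aluminum fluoride binding bead-coupled RGS4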
Target sequence (P09471 whole entry, looked up): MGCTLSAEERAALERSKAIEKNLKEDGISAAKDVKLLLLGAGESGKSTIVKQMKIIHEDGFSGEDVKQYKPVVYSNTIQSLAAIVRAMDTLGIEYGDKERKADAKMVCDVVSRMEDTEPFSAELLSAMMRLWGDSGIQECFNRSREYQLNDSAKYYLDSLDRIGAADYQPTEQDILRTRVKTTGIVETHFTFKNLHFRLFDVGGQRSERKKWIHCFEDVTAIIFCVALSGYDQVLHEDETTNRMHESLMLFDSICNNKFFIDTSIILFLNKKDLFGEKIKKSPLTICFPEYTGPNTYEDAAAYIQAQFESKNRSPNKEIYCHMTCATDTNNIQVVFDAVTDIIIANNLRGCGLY
Bim-Bcl-2: inhibitors of Bim-Bcl-2 interaction, human; P10415; AID 950; inhibition, % at 10 µM; actives 0.06% (n = 190,000); Bead-based flow cytometry, Bim peptide-Bcl-2 binding; in the data active means inhibition above about 40%; inconclusive means no clear call, values can overlap the other calls;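 further: 0% = no compound wells with probe peptide and 100% = reference peptide inhibitor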
RGS7-Gao reg: modulates binding of RGS7 to human Galphao; Multiplexed bead flow cytometry; actives lie on both sides; binding response (% of control), % at 10 µM; actives 0.35% (n = 220,000); AID 1439; in the data active means binding response below about 49% or above about 150%; inconclusive means no clear call, values can overlap the other calls; inactive means in between;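 further: fluorescent Galphao held in activated GDP-AlF4 state binding bead-coupled RGS7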
Bim-Bcl-XL: disrupts Bim peptide binding to human Bcl-XL; Q07817; bead flow cytometry, fluorescence; inhibition, % at 10 µM; actives 0.04% (n = 190,000); AID 1007
Target sequence (Q07817 whole entry, looked up): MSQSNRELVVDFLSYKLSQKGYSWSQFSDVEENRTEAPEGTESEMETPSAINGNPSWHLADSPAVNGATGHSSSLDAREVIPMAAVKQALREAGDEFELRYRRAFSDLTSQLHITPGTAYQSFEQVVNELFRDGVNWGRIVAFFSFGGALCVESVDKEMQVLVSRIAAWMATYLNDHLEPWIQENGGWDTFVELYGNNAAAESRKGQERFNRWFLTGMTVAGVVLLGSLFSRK
Bim-Bfl-1: inhibitors of Bim-Bfl-1 interaction, human; actives 0.12% (n = 190,000); Q16548; Bead-based flow cytometry, Bim-Bfl-1 binding inhibition; inhibition, % at 10 µM;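 further: 0% = wells without compound plus tracer and 100% = blocker peptide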
ABCG2 block: inhibitors of human ABCG2 transporter, ABCB1 counter-screen. IgMXP3 cells, JC-1 efflux, flow cytometry. inhibition, % at 6.6 µM. actives 0.1% (n = 190,000);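 active means inhibition above 80%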;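 further: 0% = DMSO and 100% = nicardipine control wells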
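Test system: IgMXP3 (ABCG2) plus far-red-tagged CCRF-Adr (ABCB1) cells. Reagent: JC-1 dye as substrate. Timing: 10 min exposure at 25 °C with rotation, no wash. Measured by: flow cytometric JC-1 green MFI at 530 nm. Read-out: percent efflux inhibition, scaled nicardipine 100% to DMSO 0%. Control set: nicardipine and DMSO wells.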
GSH bead fluor: compound fluoresces at 488/530 nm on GSH beads; GSH beads flow cytometry, compound fluorescence 488/530 nm; active compounds read high; fluorescence (KMESF) at 10 µM; actives 0.25% (n = 190,000); in the data active means fluorescence above about 89;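 further: glutathione beads carrying GST-tagged Bcl family fusion proteins plus one bare bead set; values are compound well signal with DMSO vehicle wells as background; inactives centre near 16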
Bcl-B Bim block: human Bim-Bcl-B interaction inhibition. bead-based flow cytometry, Bim peptide-Bcl-B binding. inhibition, % at 10 µM. actives 0.073% (n = 190,000). AID 951;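 further: 0% = tracer peptide without compound and 100% = reference inhibitor peptide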
Target sequence (Q9HD36 whole entry, looked up): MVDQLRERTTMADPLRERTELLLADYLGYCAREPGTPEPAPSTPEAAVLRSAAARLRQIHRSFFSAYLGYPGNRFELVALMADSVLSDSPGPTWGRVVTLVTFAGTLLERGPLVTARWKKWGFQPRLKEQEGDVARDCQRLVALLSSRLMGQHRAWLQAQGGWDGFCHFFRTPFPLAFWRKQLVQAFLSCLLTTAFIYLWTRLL
ABCB1 block: inhibitors of human ABCB1 transporter, ABCG2 counter-screen | P08183 | CCRF-Adr cells, JC-1 efflux, flow cytometry | inhibition, % at 6.6 µM | actives 0.067% (n = 190,000) | AID 1326; in the data active means inhibition above about 40%;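 further: 0% = vehicle and 100% = reference inhibitor; higher value means more JC-1 retained so stronger ABCB1 efflux block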
Bim-Bcl-W: inhibitors of Bim-Bcl-W interaction, human. bead-based flow cytometry, Bim peptide-Bcl-W binding. actives 0.02% (n = 190,000). AID 952. inhibition, % at 10 µM. Q92843;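 further: 0% = bound tracer without compound and 100% = peptide blocker; higher means less fluorescent Bim peptide bound to Bcl-W beads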
Target sequence (Q92843 whole entry, looked up): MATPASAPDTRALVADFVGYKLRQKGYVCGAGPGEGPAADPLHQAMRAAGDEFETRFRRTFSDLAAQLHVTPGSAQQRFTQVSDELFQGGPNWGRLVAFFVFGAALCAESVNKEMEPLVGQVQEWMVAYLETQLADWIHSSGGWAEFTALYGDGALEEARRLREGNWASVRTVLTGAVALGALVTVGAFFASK
Avidin bead fluor: compound fluoresces at 488/530 nm on avidin beads; compound fluorescence 488/530 nm, flow cytometry; active compounds read high; actives 0.38% (n = 220,000); AID 1775; fluorescence (KMESF) at 10 µM; in the data active means fluorescence above about 47; further: inactives centre near 10
* marks the source's active call; other numbers are inactive results; ? = inconclusive; / = no result given. Unless noted, no stated cut-off is given here; in the data, active means inhibition above about 40%. An unsorted share of the library; overall some 1.3% were active at least once.

SMILES	RGS4-Gao reg	Bim-Bcl-2	RGS7-Gao reg	Bim-Bcl-XL	Bim-Bfl-1	ABCG2 block	GSH bead fluor	Bcl-B Bim block	ABCB1 block	Bim-Bcl-W	Avidin bead fluor
COC(=O)COc1cccc(NC(=O)c2ccc(Cl)cc2)c1	101.8	-2.0	104.5	-2.0	-6.0	0.4	15	-2.0	-0.4	-2.0	7
COC(=O)c1ccc(CO/N=C/c2ccc(OC)cc2)o1	105.4	-1.0	102.2	-3.0	-2.0	-0.5	12	-1.0	-0.2	0.0	10
O=Cc1ccc(Oc2ncccn2)cc1	98.9	-3.0	99.2	-1.0	-2.0	6.6	18	-8.0	2.2	2.0	7
Oc1nc(Nc2ccc(Cl)cc2Cl)sc1/C=C1\C=Nc2ccccc21	96.8	18.0	92.4	15.0	19.0	-9.7	8	17.0	-1.3	11.0	4
CCn1cc(CN2CCN(Cc3cccc(OC)c3)C(CCO)C2)c(C)n1 (stereo not given)	99.9	-4.0	102.3	-4.0	-10.0	0.3	14	-8.0	0.1	-5.0	10
CCCCOCCCNS(=O)(=O)Cc1ccccc1	102.1	-2.0	100.9	-2.0	-1.0	2.9	10	-2.0	0.7	0.0	24
CC(NCc1ccc(-c2ccccc2)cc1)C(O)c1ccccc1 (stereo not given)	100.7	30.0	99.9	40.0*	39.0	3.7	2	15.0	2.0	24.0	10
c1ccc(Cc2noc(CN3CCN(C4CCc5ccccc5C4)CC3)n2)cc1 (stereo not given)	103.9	-3.0	?	0.0	-6.0	-1.8	12	-3.0	0.2	-1.0	10
CCCCCCCC(=O)NNC(=O)c1ccc([N+](=O)[O-])cc1	114.5	6.0	112.8	5.0	5.0	2.6	9	3.0	0.3	0.0	5
COc1ccc(-c2csc(NC(=O)c3ccoc3C)n2)cc1	97.3	-2.0	?	-1.0	-2.0	8.4	19	-2.0	0.4	-2.0	8
CCC(C)NC(=O)C1CCN(S(=O)(=O)N2CCCC2)CC1 (stereo not given)	101.0	-9.0	99.6	-2.0	-9.0	2.9	22	-8.0	0.8	1.0	11
O=C(CCN1CCN(c2ccccc2F)CC1)Nc1ccc2c(c1)OCO2	99.2	-11.0	99.9	-10.0	-13.0	7.7	27	-12.0	0.4	-4.0	36
O=C1CC(SCc2nc3ccccc3[nH]2)C(=O)N1c1cccc(Cl)c1 (stereo not given)	102.0	-9.0	103.5	-6.0	-17.0	9.2	34	-10.0	0.1	-1.0	14
CCOC(=O)c1c(NC(=O)CSc2c[nH]c3ccccc23)sc2c1CCC2	/	0.0	/	-4.0	2.0	2.2	17	-1.0	-0.1	0.0	/
Cc1cc(C)cc(Nc2c(F)c(F)c(F)c(F)c2C(=O)O)c1	102.2	-3.0	103.8	-5.0	-8.0	-0.2	10	-1.0	0.4	-5.0	19
O=C(/C=C\c1ccco1)Nc1nc(-c2ccccc2)cs1	80.7	2.0	97.7	-2.0	5.0	0.5	12	1.0	-0.2	-2.0	6
Cc1ccc(NC(=O)N2CCCC2C(=O)NCCc2ccccc2)cc1 (stereo not given)	103.0	-9.0	100.8	-1.0	-13.0	2.9	23	-11.0	0.3	0.0	11
COc1cccc(CC2(CO)CCCN(Cc3ccc(C)s3)C2)c1 (stereo not given)	100.5	-4.0	99.8	-3.0	-2.0	0.6	19	-14.0	1.1	-2.0	6
COc1cccc(N=Cc2c(O)n(-c3cccc(C)n3)c(=O)c3ccccc23)c1	101.8	-5.0	102.8	-1.0	-1.0	2.7	8	0.0	1.2	0.0	15
O=C(CN1CCCCC1)N=Nc1c(O)[nH]c2ccccc12	94.3	0.0	95.0	-4.0	-7.0	8.2	10	-1.0	1.4	0.0	3
CCCNS(=O)(=O)c1ccc(CCC(=O)NCc2cccnc2)cc1	99.6	-2.0	99.4	-5.0	-2.0	0.8	26	-5.0	0.2	-5.0	39
CCCNC(=S)Nc1ccc(Oc2ccccc2)cc1	106.0	0.0	109.0	-5.0	3.0	2.4	21	-3.0	0.1	-2.0	14
Cc1[nH]c2ccccc2c1C(=O)COC(=O)c1c(-c2ccccc2Cl)noc1C	102.8	-3.0	100.4	-8.0	0.0	11.1	11	-2.0	-1.9	-2.0	18
O=c1[nH]ncn1-c1ccccc1	99.2	-5.0	105.3	-1.0	-6.0	2.9	13	-4.0	1.2	-1.0	6
O=C(N/N=C/c1c[nH]c2ccccc12)c1cc(-c2ccccc2)n[nH]1	101.5	-9.0	103.0	-2.0	-12.0	-8.8	9	-5.0	-1.0	-4.0	14
N#Cc1c(-c2ccccc2)nc(SCc2nc(N)nc(N3CCCCC3)n2)[nH]c1=O	105.2	-1.0	103.3	-7.0	-4.0	-2.5	28	-3.0	-0.4	-5.0	10
N#Cc1cc(-c2ccccc2)cnc1Sc1ccccc1	91.2	0.0	88.2	-4.0	0.0	2.7	34	-2.0	0.4	-3.0	5
COc1ccc(CCN=C(N)NS(=O)(=O)c2ccc(OC)cc2)cc1	104.3	-7.0	104.1	-5.0	-16.0	6.6	16	-6.0	0.6	-3.0	7
O=C(CSCc1ccc([N+](=O)[O-])cc1)Nc1ccc(S(=O)(=O)N2CCCCCC2)cc1	102.5	-8.0	102.2	-11.0	-6.0	28.8	11	-7.0	1.9	-6.0	11
Cc1ccc(C)c(N2CCN(C(=O)c3ccc(Cn4c(=S)[nH]c5ccc(N6CCOCC6)cc5c4=O)cc3)CC2)c1	99.7	-4.0	97.5	-1.0	-9.0	1.1	10	-8.0	1.6	-4.0	25
Cc1ccc(NC2CC(=O)N(Cc3ccccc3)C2=O)cc1 (stereo not given)	99.1	0.0	107.4	0.0	-1.0	-0.4	19	-1.0	-0.2	0.0	7
COc1ccccc1C1CC(c2c(-c3ccccc3)c3cc(Cl)ccc3[nH]c2=O)=NN1S(C)(=O)=O (stereo not given)	98.7	-3.0	94.8	-3.0	-1.0	1.7	16	-2.0	1.3	-4.0	10
Cn1c(=O)c2cn(-c3ccc4c(c3)OCCO4)cc2n(C)c1=O	98.2	2.0	100.8	0.0	1.0	6.0	9	2.0	0.0	1.0	11
CCn1cc(C(=O)OCC(=O)c2cc(C)n(-c3cccc(C(F)(F)F)c3)c2C)c(=O)c2ccc(C)nc21	102.0	-7.0	97.2	-8.0	-10.0	2.1	18	-16.0	0.3	-6.0	13
C=CCOC(=O)CSCC(NC(=O)OC(C)(C)C)C(=O)OCC (stereo not given)	94.7	-3.0	89.2	0.0	0.0	1.9	15	-1.0	0.5	-2.0	24
O=C(COC(=O)c1cccc([N+](=O)[O-])c1)c1ccc(OCc2ccccc2)cc1	101.7	-3.0	100.3	-4.0	-6.0	15.6	16	3.0	0.7	-5.0	12
CC(C)(C)NC(=O)/C=C/c1cccc(C(F)(F)F)c1	96.7	4.0	98.2	-4.0	-2.0	7.0	10	-6.0	0.3	-1.0	6
O=c1c(C=Nc2cccc(C(F)(F)F)c2)c[nH]n1-c1cccc(Cl)n1	101.5	-5.0	102.7	0.0	0.0	0.7	25	-1.0	0.1	-4.0	7
CC(=O)NS(=O)(=O)c1ccc(NC(=O)/C=C/c2cn(-c3ccccc3)nc2-c2ccccc2)cc1	95.0	0.0	102.2	9.0	0.0	-8.2	6	14.0	-1.2	0.0	12
COCCCn1c(SCC(=O)c2ccccc2)nc2ccccc2c1=O	105.4	0.0	103.5	-1.0	-1.0	20.9	26	-1.0	3.6	0.0	11
Cc1ccc(S(=O)(=O)CC(=O)N2CCCCCC2)cc1	98.4	-1.0	100.1	0.0	-1.0	1.3	19	-3.0	0.4	-3.0	36
CCOc1ccc(Nc2nc3c(c(=O)[nH]2)CCC3)cc1	99.8	-10.0	100.4	-21.0	-11.0	2.1	28	-7.0	0.5	-3.0	8
COC(=O)Nc1ccc(S(=O)(=O)N2CCCC(C(=O)Nc3cccnc3)C2)cc1 (stereo not given)	96.2	-4.0	97.4	-10.0	-4.0	4.0	49	-6.0	0.7	0.0	1
Cc1ccc(/C=N\NC(=O)Cn2nnc3ccccc32)o1	104.2	-16.0	99.9	1.0	-14.0	1.9	41	-33.0	-0.8	2.0	9
Cc1ccc(-c2nnc(CSc3nc(C(C)C)nc4sc(C)c(C)c34)o2)cc1	101.7	10.0	100.8	-5.0	1.0	0.2	18	-9.0	0.1	-5.0	5
CCN1CCCC1CNC(=O)c1cn(C)c2ccc(S(=O)(=O)N3CCCCCC3)cc2c1=O (stereo not given)	104.0	-10.0	103.3	1.0	-14.0	-0.5	35	-11.0	-0.3	0.0	11
N#Cc1cccc(-c2cn(S(=O)(=O)c3ccc(Cl)cc3)nc2N)c1	102.2	-12.0	100.6	-4.0	-15.0	0.5	30	-10.0	-0.2	0.0	10
O=C(c1cnn2ccccc12)N(Cc1ccco1)C1CCCC1	97.2	-6.0	90.9	-4.0	-11.0	1.9	19	-4.0	0.9	0.0	6
O=C(CSc1cnc2ccccc2n1)NC1CCCC1	100.7	-3.0	96.7	-1.0	-8.0	1.1	7	-2.0	0.1	3.0	10
Cc1ccc(-n2ncc3c(=O)n(CC#N)cnc32)cc1	100.9	-8.0	113.5	-3.0	-7.0	4.0	15	-1.0	0.8	3.0	14
CC(=O)Oc1cccc2c1C(=O)c1c(OC(C)=O)cc(C(=O)O)cc1C2=O	93.5	7.0	95.5	-2.0	9.0	4.6	20	3.0	1.6	2.0	11
Cc1cc(C)c(S(=O)(=O)NCc2cn3c(C)csc3n2)cc1C	101.3	-7.0	99.9	-5.0	-5.0	3.5	11	-7.0	0.6	1.0	7
CCC(C)C(=O)Nc1ccc(OC)cc1OC (stereo not given)	99.1	1.0	100.8	-1.0	-1.0	1.0	21	0.0	0.3	-3.0	14
CCc1ccc(NS(=O)(=O)c2cccs2)cc1	84.3	1.0	86.5	8.0	4.0	1.2	14	7.0	0.2	9.0	6
Cc1cc(Br)cc(C)c1NC(=O)c1ccccc1[N+](=O)[O-]	98.7	-4.0	98.6	-4.0	0.0	0.0	6	-3.0	0.7	-3.0	2
C/C(CCN1CCc2nc(-c3ccccc3)c(-c3ccccc3)cc2C1)=N\O[C@@H](C)c1cn([C@H](CO)Cc2ccccc2)nn1	103.8	0.0	102.5	-6.0	-3.0	-2.6	18	-5.0	2.5	-4.0	10
COc1ccccc1-n1cnnc1SCC(=O)Nc1cc(C(C)(C)C)nn1-c1ccccc1	99.4	-3.0	99.3	0.0	-5.0	2.5	14	-5.0	0.9	1.0	23

3 compounds from above, arranged by SMILES length, lowest first.
SMILES	RGS4-Gao reg	Bim-Bcl-2	RGS7-Gao reg	Bim-Bcl-XL	Bim-Bfl-1	ABCG2 block	GSH bead fluor	Bcl-B Bim block	ABCB1 block	Bim-Bcl-W	Avidin bead fluor
Cc1ccc(-n2ncc3c(=O)n(CC#N)cnc32)cc1	100.9	-8.0	113.5	-3.0	-7.0	4.0	15	-1.0	0.8	3.0	14
N#Cc1cccc(-c2cn(S(=O)(=O)c3ccc(Cl)cc3)nc2N)c1	102.2	-12.0	100.6	-4.0	-15.0	0.5	30	-10.0	-0.2	0.0	10
COc1ccccc1-n1cnnc1SCC(=O)Nc1cc(C(C)(C)C)nn1-c1ccccc1	99.4	-3.0	99.3	0.0	-5.0	2.5	14	-5.0	0.9	1.0	23
